From PubChem
Glioma ERSR ind: qHTS for Inducers of the Endoplasmic Reticulum Stress Response (ERSR) in Human Glioma: qHTS; U87-MG GRP78 promoter luciferase reporter, 16 h; Potency, µM, inactives show top-dose activation, usual class: activators; 420,000 compounds, 0.02% hits; AID 602332, 2012; note: potency is the fitted concentration of half-maximal effect; series mostly up to about 76 µM; % of control where 0% means no effect; nearly all actives have a fitted effect of over 35% in size
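Stably transfected U87-MG glioma cells carrying a GRP78-based luciferase sensor; 16 h compound incubation. Luminescence end-point read 10 min after Bright-Glo addition at room temperature.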
RXFP1 ag: qHTS Assay for Agonists of the Relaxin Receptor RXFP1; HEK293T-RXFP1 cAMP TR-FRET, 30 min; response scale: percent of porcine relaxin response, buffer zero; 370,000 compounds, 0.3% hits; Potency, µM (titrated, usually from 57.5 µM), without a hit: top-dose activation, usual class: activators; note: potency is the fitted concentration of half-maximal effect; % is set by controls: 0 for no effect and ±100 for the full control effect; nearly all actives have a fitted effect of over 60% in size; many of its hits are not listed in these tables
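cAMP rise read by TR-FRET after 30 min, 37C compound exposure (up to 58 uM) in RXFP1-transfected HEK293 cells with Ro 20174 present. EC50 from Hill-equation fits, with 29 nM porcine relaxin as 100% and buffer as basal.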
USP1-UAF1 inh: Inhibitors of USP1/UAF1: Primary Screen; Potency, µM (highest dose often 57.1 µM), without a hit: at the highest dose activity change, negative = inhibition, usual class: inhibitors; 390,000 compounds, 0.23% hits; recombinant USP1/UAF1, Ub-Rhodamine cleavage fluorescence; Ubiquitin carboxyl-terminal hydrolase 1 (Homo sapiens), O94782; note: potency is the fitted concentration of half-maximal effect; % is set by controls: 0 for no effect and ±100 for the full control effect; nearly all actives have a fitted effect of over 60% in size; inactives centre near -12
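1 nM enzyme complex + cpd, 15 min RT; start with Ub-Rho 150nM final; kinetic fluorescence ex 480/em 540, 6 reads q60 s. Buffer 50mM HEPES pH 7.8, 0.5mM EDTA, 0.1 mg/ml BSA, 1mM TCEP, 0.01% Tween-20.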
LDHA inh: qHTS assay for inhibitors of human lactate dehydrogenase. L-lactate dehydrogenase A chain (Homo sapiens), P00338. purified LDHA, NADH/diaphorase-resazurin fluorescence; active compounds read low. activity change, % (values are at about 110 or 230 µM). 480,000 compounds, 0.15% hits; in the data active = activity change below about -30%; inconclusive = mostly about -25% to -30%;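 note: plate controls were DMSO wells for no effect and wells without enzyme for full effect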
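Resorufin fluorescence (ex540/em590), read at 0 and 20 min after diaphorase/resazurin addition, reports the NADH left after a 5 min room-temperature reaction of 2 nM human LDH5 with 0.06 mM NADH and 0.2 mM pyruvate.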
TrxR1 substrate: qHTS Assay for Substrates of Mammalian Selenoprotein Thioredoxin Reductase 1 (TrxR1): qHTS. Thioredoxin reductase 1, cytoplasmic (Rattus norvegicus), O89049. purified TrxR1 substrate turnover, NADPH consumption readout. Potency, µM (highest dose often 114 µM), for inactives: top-dose activity change, negative = substrate turnover. 390,000 compounds, 0.01% hits. AID 588456, 2011; note: potency is the fitted concentration of half-maximal effect; % is set by controls: 0 for no effect and ±100 for the full control effect; nearly all actives have a fitted effect of over 50% in size
Target sequence (O89049 whole entry, looked up): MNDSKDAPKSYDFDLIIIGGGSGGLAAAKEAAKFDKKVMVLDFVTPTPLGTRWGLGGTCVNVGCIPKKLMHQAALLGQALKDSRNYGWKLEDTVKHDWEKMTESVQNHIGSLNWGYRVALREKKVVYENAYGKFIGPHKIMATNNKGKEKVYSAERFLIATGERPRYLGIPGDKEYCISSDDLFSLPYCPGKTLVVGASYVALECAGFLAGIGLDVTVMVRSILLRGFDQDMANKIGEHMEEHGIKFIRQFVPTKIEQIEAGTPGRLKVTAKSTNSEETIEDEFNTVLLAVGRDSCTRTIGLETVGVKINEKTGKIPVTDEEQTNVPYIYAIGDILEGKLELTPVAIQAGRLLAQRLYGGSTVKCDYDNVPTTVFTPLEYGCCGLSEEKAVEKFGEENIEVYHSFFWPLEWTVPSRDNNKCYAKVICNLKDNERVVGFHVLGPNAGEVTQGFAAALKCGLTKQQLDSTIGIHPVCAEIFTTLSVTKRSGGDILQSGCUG
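Rat TrxR1, dispensed at 90 nM, was prereduced with 400 uM NADPH (final) for 5 min at ~22 deg C, then incubated with compound 15 min before 400 uM selenite. A first-read NADPH fluorescence drop versus no-compound background flagged substrates.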
Vif-A3G inh: qHTS for Inhibitors of Vif-A3G Interactions: qHTS; DNA dC->dU-editing enzyme APOBEC-3G (Homo sapiens), Q9HC16; HeLa A3G-eYFP + Vif (tagged APOBEC3G with the HIV-1 protein that degrades it), YFP fluorescence, overnight; Potency, µM (highest dose often 46.1 µM), for the others: at the highest dose activity, negative = active, most hits filed as inhibitors; 410,000 compounds, 0.076% hits; AID 602310, 2012;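 note: potency is the fitted concentration of half-maximal effect; % is set by controls: 0 for no effect and ±100 for the full control effect; nearly all actives have a fitted effect of over 60% in size; hits raise eYFP signal because A3G escapes Vif-driven loss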
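Read-out is eYFP fluorescence (Ex 488/Em 500-530) from Vif-expressing HeLa A3G-eYFP cells; more signal means A3G escaped Vif-mediated degradation. Cells plated overnight, compound pinned in, incubated overnight at 37 deg C.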
mIDH1 inhibitor: qHTS for Inhibitors of mutant isocitrate dehydrogenase 1 (IDH1): qHTS. IDH1-R132H enzyme, NADPH consumption, diaphorase/resazurin fluorescence. Potency, µM (titrated, usually from 76.6 µM), for inactives: at the highest dose activity change, negative = inhibition, actives largely listed as inhibitors. 390,000 compounds, 0.093% hits; note: potency is the fitted concentration of half-maximal effect; % is set by controls: 0 for no effect and ±100 for the full control effect; nearly all actives have a fitted effect of over 65% in size
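IDH1-R132H (0.5 ug/mL) preincubated 30 min with compound, then NADPH (0.016 mM) and alpha-KG (2 mM) added; 80 min at RT, pH 7.5. Remaining NADPH coupled via diaphorase/resazurin to fluorescence (540/590 nm); concentration-response curves normalized to no-enzyme control.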
PI4K2A inh: qHTS for small molecular inhibitors of PI4K2A | Phosphatidylinositol 4-kinase type 2-alpha (Homo sapiens), Q9BTU6 | purified PI4K2A, ADP-Glo luminescence, 1 h; active compounds read low | activity change, negative = inhibition, % at 76.9 µM | 420,000 compounds, 0.13% hits | AID 1346378, 2018; in the data active = activity change below about -50%; inconclusive = mostly about -30% to -49%;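 note: -100% = wells without enzyme as full effect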
Target sequence (Q9BTU6 whole entry, looked up): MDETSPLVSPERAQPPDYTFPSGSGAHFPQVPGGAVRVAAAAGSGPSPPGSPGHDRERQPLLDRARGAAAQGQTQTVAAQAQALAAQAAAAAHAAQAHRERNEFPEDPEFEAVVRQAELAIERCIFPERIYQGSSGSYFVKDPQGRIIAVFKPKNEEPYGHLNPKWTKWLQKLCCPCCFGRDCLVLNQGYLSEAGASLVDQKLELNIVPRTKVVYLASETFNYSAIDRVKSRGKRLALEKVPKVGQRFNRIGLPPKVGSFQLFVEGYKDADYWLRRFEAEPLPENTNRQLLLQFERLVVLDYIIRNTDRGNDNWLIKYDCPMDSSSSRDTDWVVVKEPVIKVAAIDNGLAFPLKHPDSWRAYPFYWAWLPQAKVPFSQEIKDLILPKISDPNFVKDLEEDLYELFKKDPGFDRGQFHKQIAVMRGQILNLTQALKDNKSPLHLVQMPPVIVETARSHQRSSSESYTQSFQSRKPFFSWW
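Compounds are screened against recombinant PI4K2A using PI as substrate and ATP, the latter dispensed at 300 microM. Reactions run one hour at ambient temperature before ADP-Glo detection; full inhibition defined by wells lacking enzyme.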
Vif-A3F inh: qHTS for Inhibitors of Vif-A3F Interactions: qHTS; Potency, µM (highest dose often 46.1 µM), inactives show top-dose activity, negative = active; HeLa A3F-eYFP + Vif (tagged APOBEC3F with the HIV-1 protein that degrades it), YFP fluorescence increase; 390,000 compounds, 0.2% hits; note: potency is the fitted concentration of half-maximal effect; % of control where 0% means no effect; nearly all actives have a fitted effect of over 65% in size
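HeLa cells stably expressing A3F-eYFP plus Vif, plated and incubated overnight at 37 deg C, then exposed to compounds overnight at 37 deg C. Blocked degradation read as raised yellow fluorescence (Ex 488/Em 500-530).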
* = called active by the depositor; ? = inconclusive; . = not tested or not shown; & = joins results of further samples; [ ] = remark or other dose. Unless noted, calls come from the whole dose curve; as a rule, active = well fitted curve in the direction sought with a large enough effect; inconclusive = small, poorly fitted or top-dose-only effect, or another doubt; inactive = no such curve, though single readings can be large; an effect the other way counts as inactive or inconclusive.

SMILES | Glioma ERSR ind | RXFP1 ag | USP1-UAF1 inh | LDHA inh | TrxR1 substrate | Vif-A3G inh | mIDH1 inhibitor | PI4K2A inh | Vif-A3F inh
CCCC[C@@H](CNC)NC[C@H](NCCCCC1CCCCC1)C(C)C | -13% | 0.6% | -4% | -2 | -12% | 8% | -4% | -4 | 9%
COc1ccc(N2CCN(C(CNS(=O)(=O)c3cc(F)ccc3F)c3cccnc3)CC2)cc1 (stereo not drawn) | -1% | 0.4% | -19% | 2 | -5% | 1% | -9% | 3 | -6%
O=C(CCNC(=O)N1CC(=O)Nc2ccccc21)Nc1ccc(F)c(Cl)c1 | -4% | 2.2% | -21% | 1 | 5% | -1% | 8% | 4 | 7%
CCCN(CCC)C(=O)CSc1nnc2cc(C)c3cc(C)cc(C)c3n12 | -1% | 24% | -19% | -3 | 8% | -5% | 16% | -1 | 3%
CC(C)c1ccc(-c2cc(C(=O)NN3CCN(C)CC3)c3ccccc3n2)cc1 | -1% | 1.6% | -7% | -6 | 15% | 0% | 4% | -3 | -10%
Cc1ccc(N2NC(C)(c3cccs3)NC2=S)cc1 (stereo not drawn) | 1% | -0.8% | -14% | 3 | -10% | -10% | 2% | -5 | -4%
C/C(=C\c1ccccc1)CN1CCC(C(=O)N2CCCC(C)C2)CC1 (stereo not drawn) | -1% | 2.9% | -20% | -12 | 1% | 1% | -2% | -5 | 13%
Clc1cccc(N2CCN(c3nnnn3-c3ccccc3)CC2)c1 | -1% | -2.2% | -5% | -2 | -10% | -14% | 0% | 5 | -24%
COc1ccc(CNC(=O)COc2ccc(S(=O)(=O)N3CCOCC3)cc2)cc1 | -4% | 1.2% | -12% | 0 | -9% | 3% | 3% | 2 | 11%
O=C(CSC1=NC(=O)C(Cc2ccccc2)C(=O)N1)NC1CCCCC1 (stereo not drawn) | -2% | 1.8% | -10% | -2 | 0%[57.1 µM] | 0% | 1% | -2 | -11%
CCc1sc(NC(=O)CN2CCC(C(N)=O)CC2)nc1-c1ccccc1 | -1% | 5.1% | -18% | -1 | -2% | -1% | -2% | -1 | -1%
CC(=O)c1cccc(NC(=O)C2CCN(S(C)(=O)=O)CC2)c1 | -4% | 2.1% | 5% | 2 | 3%[57.1 µM] | 0% | 0% | 0 | -9%
COc1ccc2c(c1)cc1c(=O)n(CC(=O)NCCCN3CCOCC3)nc(C)n12 | -1% | 16% | -9% | -2 | 23% | 6% | 2% | 0 | 1%
O=C(N/N=C1\CCCc2c1[nH]c1ccc(Cl)cc21)c1ccncc1 | 3% | 0.5% | -23% | -1 | -5% | -10% | 3% | 2 | -21%
CC(=O)Nc1ccc(Nc2ncnc3c2c(-c2ccccc2)cn3-c2ccccc2)cc1 | -2% | -0.5% | -12% | 1 | 5%[57.1 µM] | 1% | -1% | -1 | 2%
COc1ccc(NS(=O)(=O)c2ccc3c(c2)CC(C)N3C(=O)C2CCC2)cc1OC (stereo not drawn) | -2% | 0.1% | -13% | 7 | 5%[57.1 µM] | 2% | 0% | -7 | -4%
O=C(COC(=O)C1CCN(S(=O)(=O)c2ccc(Cl)c(C(F)(F)F)c2)CC1)NCc1ccco1 | -4% | -0.4% | -6% | -2 | -13% | -1% | 3% | -2 | 2%
N#Cc1ccc2c(c1)nnn2-c1ccccc1 | 1% | . | ? | -3 | 3%[57.1 µM] | -2% | 11% | 0 | 0%
CN1C(=O)CSc2ccc(NC(=O)NCc3ccco3)cc21 | -2% | -0.2% | -11% | 0 | 2% | -6% | 5% | -3 | -1%
O=[N+]([O-])c1ccn(-c2nc(-c3cccs3)cc(C(F)(F)F)n2)n1 | -1% | 8.4% | -24% | -1 | 9% | -3% | 3% | 4 | -17%
COc1ccc(NC(=O)COC(=O)c2ccc(S(=O)(=O)N(C)c3ccccc3OC)cc2)cc1 | -5% | . | -19% | 1 | 6% | 7% | 14% | -1 | -11%
Cc1ccc(N=Nc2c(N)nn3c(C)cc(C)nc23)cc1 | -3% | 0.6% | -12% | -1 | -1% | -2% | 8% | -4 | -8%
CC(=O)Nc1ccc(S(=O)(=O)Nc2ccc(F)c([N+](=O)[O-])c2)cc1 | 0% | 1.2% | 2% | -7 | 0%[57.1 µM] | -4% | -5% | 4 | 5%
S=C1NC2=C(CCCC2=C2SCCS2)C(c2ccccc2)N1 (stereo not drawn) | 7% | 0.0% | -8% | 4 | -6%[57.1 µM] | -9% | -2% | -5 | ?
CC(C)(C)OC(=O)N1CCC(C(=O)N[C@H](Cc2ccccc2)C(=O)O)CC1 | -4% | -0.7% | -9% | -7 | 15%[57.1 µM] | -1% | 9% | -1 | -4%
Cc1cccn2c(=O)c3cc(C(=O)O)n(C)c3nc12 | -2% | 10% | -8% | -2 | 153%[activator] | 0% | 12% | 3 | -25%
CCCCOc1cc(=O)[nH]c(=O)[nH]1 | 0% | -0.7% | -15% | -6 | 10% | -4% | -2% | -51* | .
COC(=O)/C(=C\Nc1ccc(Oc2ccc(F)cc2F)nc1)NC(=O)c1ccccc1 | -6% | 3.6% | -19% | 8 | -12% | -5% | 10% | -1 | -1%
c1ccc(-c2oc3ncnc(NCCCN4CCOCC4)c3c2-c2ccccc2)cc1 | 2% | 5.1% | -6% | -4 | 65%[activator] | 1% | 11% | 0 | -5%
CCCc1[nH]nc2c1C(c1cc(OC)cc(OC)c1)C(C#N)=C(N)O2 (stereo not drawn) | -3% | 0.0% | -12% | 0 | 7% | -1% | 4% | -2 | .
COc1ccc(C(=O)NC2(C(F)(F)F)C(=O)NC(C)=C2C#N)cc1OC (stereo not drawn) | -4% | 0.1% | -5% | 11&0 | 1%[57.1 µM] | -3% | -6% | 0 | 0%
Fc1ccc(CNc2ccc(N3CCN(Cc4ccccc4)CC3)cc2)cc1 | -5% | 1.5% | -9% | 3 | -2% | 1% | -1% | -5 | 12%
CCN1CCN(c2cc(C)c3cc(NC(=O)c4ccc(C)c(C)c4)ccc3n2)CC1 | 6% | -2.1% | -22% | -1 | -3% | 2% | 11% | 0 | -7%
COc1ccc(CCNC(=O)Cn2ccc3c(OC)cccc3c2=O)cc1OC | -3% | 2.8% | -14% | -2 | 2% | 3% | 2% | -1 | 1%
Cc1ccc(C)c(N2CCN(C(=O)CCNS(=O)(=O)c3ccc4c(c3)oc(=O)n4C)CC2)c1 | -4% | -2.8% | -24% | 0 | 17% | -3% | 4% | -1 | 0%
COc1ccccc1CNC(=O)CCNS(=O)(=O)/C=C/c1ccc(C)cc1 | -3% | . | ? | -2 | -4% | 4% | 6% | 4 | -1%
COc1cc(NC(=O)c2cccc(F)c2)cc(OC)c1OC | 3% | -1.3% | -20% | -9 | 0% | 3% | 1% | 0 | 4%
COc1ccc(C(=O)COC(=O)C(C(C)C)N2C(=O)C3C4C=CC(C4)C3C2=O)cc1 (stereo not drawn) | -1% | 2.3% | -5% | -1 | -13% | 2% | 3% | 1 | .
Cc1ccc(NC(=O)CCN2CCC(C(N)=O)CC2)cc1 | -1% | -2.9% | -3% | -2 | 5% | -1% | 21% | -5 | -29%
O=C(NCCc1ccccc1F)C1CC(=O)N(c2ccc3c(c2)OCCO3)C1 (stereo not drawn) | -2% | . | -7% | 0 | . | 0% | 4% | -3 | 7%
Cn1c(COc2ccc(Cl)cc2)nnc1SCC(=O)NC1CC1 | -5% | 1.4% | -21% | -10 | 6% | -4% | 2% | -3 | -8%
N#Cc1nc(-c2ccc(F)cc2)oc1NCc1ccccc1 | -3% | 1.2% | -26% | -5&-9 | 25% | 1% | -1% | 8 | 0%
Cc1ccc(C)c(N2CCN(C(=O)c3ccc4nsnc4c3)CC2)c1 | -5% | 1.6% | -22% | 3 | -3% | -19% | 2% | 2 | 2%

Reprinted at random: four records from the list, in no set order.
SMILES | Glioma ERSR ind | RXFP1 ag | USP1-UAF1 inh | LDHA inh | TrxR1 substrate | Vif-A3G inh | mIDH1 inhibitor | PI4K2A inh | Vif-A3F inh
Cc1ccc(NC(=O)CCN2CCC(C(N)=O)CC2)cc1 | -1% | -2.9% | -3% | -2 | 5% | -1% | 21% | -5 | -29%
COc1ccc(C(=O)NC2(C(F)(F)F)C(=O)NC(C)=C2C#N)cc1OC (stereo not drawn) | -4% | 0.1% | -5% | 11&0 | 1%[57.1 µM] | -3% | -6% | 0 | 0%
COc1ccc(CCNC(=O)Cn2ccc3c(OC)cccc3c2=O)cc1OC | -3% | 2.8% | -14% | -2 | 2% | 3% | 2% | -1 | 1%
N#Cc1nc(-c2ccc(F)cc2)oc1NCc1ccccc1 | -3% | 1.2% | -26% | -5&-9 | 25% | 1% | -1% | 8 | 0%

A portion of the library; rates above refer to the full screens.
